Screens (PubChem BioAssay)
ERp5 inh: inhibitors of ERp5-driven insulin aggregation, primary screen, biochemical, turbidity, absorbance 650 nm, single point; Protein disulfide-isomerase A6 (Homo sapiens), Q15084; 90 min; inhibition, % at 9.99 µM; 0.05% of 350,000 active; AID 651711, 2012;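 active = mean replicate inhibition above about 25%, with every replicate also reaching it, limit read from the data, passing the limit was not always enough; inconclusive = only one of those two criteria met; inactive = neither criterion met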
PglD inh: C. jejuni PglD acetyltransferase inhibitors, primary screen, biochemical, DTNB colorimetric, single point | purified PglD enzyme, DTNB colorimetric CoA detection | 0.098% of 360,000 active | AID 602405, 2012 | UDP-N-acetylbacillosamine N-acetyltransferase PglD (Campylobacter jejuni) | inhibition, % at 12.5 µM; in the data active = inhibition above about 16%, passing the limit was not always enough; inconclusive = no clear call, values can overlap the other calls; note: strong numbers were not always called active
S100A4 MyoIIA: inhibitors of S100A4-myosin IIA peptide binding, primary screen, biochemical, fluorescence polarization, TAMRA-MyoIIA peptide | Protein S100-A4 (Homo sapiens), P26447 | inhibition, % at 10.7 µM | 0.14% of 360,000 active;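 active = mean inhibition of at least 70% across replicates, with every replicate also reaching that level; inconclusive = mean inhibition reaches 70% but some replicates fall short; inactive = mean inhibition below 70%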
Target sequence (P26447 whole entry, looked up): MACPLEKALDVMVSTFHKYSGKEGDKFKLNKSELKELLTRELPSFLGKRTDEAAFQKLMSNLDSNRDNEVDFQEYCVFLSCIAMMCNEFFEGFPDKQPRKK
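Assay system: human S100A4 monomer with TAMRA-labelled myosin IIA peptide / Buffer or medium: Calcium-containing HEPES buffer, pH 7.2 / Reagent: TAMRA-labelled myosin IIA heavy-chain peptide probe, 5 nM / Compound: one dose per compound / Timing: polarization read 5 min after assay mix addition, stable 5–60 min / Benchmarks: neutral control DMSO, positive control TFP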
DENV2 CPE rescue: inhibitors of DENV2 cytopathic effect, primary screen, cell-based, plate reader, single concentration | DENV2-infected cells, cytopathic effect rescue | CPE inhibition, % at 9.99 µM | 1.7% of 350,000 active | AID 651640, 2012; in the data active = CPE inhibition above about 20%, passing the limit was not always enough; inconclusive = no clear call, values can overlap the other calls; tested in BHK-21 cells;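 note: 0% = median of neutral control wells and 100% = median of positive control wells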
E-sel inducer: E-selectin induction in HUVECs, primary screen, imaging, HUVEC, immunofluorescence imaging, single point; P16581; normalized: neutral wells 0, TNF-alpha wells 100; activation, % at 7.58 µM; 0.37% of 260,000 active; AID 686992, 2013;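 active = mean E-selectin-positive cell signal at least 10% of the positive control, reached in at least 60% of replicates, without over 20% cell loss; inconclusive = no rule given, readout overlaps actives, possibly toxicity-flagged; inactive = the rest, including those meeting only one limit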;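 note: in these data hits start at about 27%; measured in HUVEC primary endothelial cells; signal is the percent of cells scored E-selectin positive by PE staining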
Target sequence (P16581 whole entry, looked up): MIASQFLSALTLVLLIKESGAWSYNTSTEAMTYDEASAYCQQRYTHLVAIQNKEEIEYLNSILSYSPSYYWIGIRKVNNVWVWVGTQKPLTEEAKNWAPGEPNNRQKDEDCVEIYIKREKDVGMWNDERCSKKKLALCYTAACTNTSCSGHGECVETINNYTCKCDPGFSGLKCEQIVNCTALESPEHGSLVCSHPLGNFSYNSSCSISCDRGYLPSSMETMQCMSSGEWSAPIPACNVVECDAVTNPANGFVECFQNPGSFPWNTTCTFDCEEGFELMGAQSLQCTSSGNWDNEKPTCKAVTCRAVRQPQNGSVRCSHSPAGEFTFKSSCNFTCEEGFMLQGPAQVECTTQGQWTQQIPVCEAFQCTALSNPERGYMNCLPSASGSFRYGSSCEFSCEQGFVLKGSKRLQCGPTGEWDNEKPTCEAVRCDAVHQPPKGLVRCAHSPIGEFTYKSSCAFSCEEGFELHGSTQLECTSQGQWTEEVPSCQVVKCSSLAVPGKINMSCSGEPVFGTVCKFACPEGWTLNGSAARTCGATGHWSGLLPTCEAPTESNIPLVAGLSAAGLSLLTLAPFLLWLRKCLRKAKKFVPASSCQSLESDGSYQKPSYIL
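Material: HUVEC primary endothelial cells; Amount: 3,000 cells per well; Dosing: single concentration; Medium: EGM-2 growth medium on 0.1% gelatin-coated wells; Read-out basis: percent E-selectin-positive cells; Signal: immunofluorescence imaging; Control set: TNF-alpha, DMSO.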
SIRT5 inh: SIRT5 desuccinylase inhibitors, primary screen, biochemical, fluorescence imaging, single point, set 5; 1.1% of 330,000 active; NAD-dependent protein deacylase sirtuin-5, mitochondrial (Homo sapiens), Q9NXA8; inhibition, % at 15 µM; Purified SirT5, succinyl-peptide AMC, trypsin-coupled fluorescence; in the data active = inhibition above about 15%; inconclusive = no clear call, values can overlap the other calls
Target sequence (Q9NXA8 whole entry, looked up): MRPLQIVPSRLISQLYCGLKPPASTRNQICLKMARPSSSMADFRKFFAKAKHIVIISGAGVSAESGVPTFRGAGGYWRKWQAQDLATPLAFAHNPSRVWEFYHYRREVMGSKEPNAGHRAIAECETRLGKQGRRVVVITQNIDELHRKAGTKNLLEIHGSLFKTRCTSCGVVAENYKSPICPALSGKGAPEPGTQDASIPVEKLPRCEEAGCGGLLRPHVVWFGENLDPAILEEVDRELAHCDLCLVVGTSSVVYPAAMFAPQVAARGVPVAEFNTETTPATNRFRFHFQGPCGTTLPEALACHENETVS
C2C12 statin: suppressors of statin myotoxicity in C2C12 myotubes, primary screen, cell-based, single point, plate reader; C2C12 myotubes + simvastatin, ATP luminescence, 48 h; scaled: DMSO 0, geranylgeraniol control 100; rescue of ATP level, % at 7.49 µM; 0.78% of 330,000 active; AID 602340, 2012;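 active = mean ATP rescue above about 67%, or every replicate alone reaching that limit, limit read from the data, passing the limit was not always enough; inconclusive = no clear call, values can overlap the other calls; inactive = mean under the limit and some replicate under it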;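 note: myotubes were challenged with 10 µM simvastatin during compound exposure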
Starred values were filed as active, the others as inactive; u = inconclusive; x = no result given; & = joins results of further samples. These rows are one share of the data, so the mix of outcomes need not match the whole.

SMILES | ERp5 inh | PglD inh | S100A4 MyoIIA | DENV2 CPE rescue | E-sel inducer | SIRT5 inh | C2C12 statin
C=CCOC(=O)C1=C(C)NC(SC)=C(C#N)C1c1ccc(OCC)cc1 (configuration not stated) | 8 | 0&1 | 1 | -2 | 0.0 | 1 | -10&-6
O=C(NCC[C@H]1CC[C@H](NC(=O)c2cccnc2)[C@H](CO)O1)Nc1ccc(Cl)cc1 | 5 | 2 | 4 | 2 | -0.3 | -1 | -6
C[C@@H]1CN([C@H](C)CO)S(=O)(=O)c2ccc(C#CC3(O)CCCC3)cc2O[C@@H]1CN(C)C(=O)Cc1ccncc1 | 2 | -2 | 1 | -4 | 0.0 | -5 | 1
CN1CCN(c2ccc(CNS(=O)(=O)c3ccsc3)cc2)CC1 | 1 | 3 | -1 | 2 | 6.3 | -4 | x
O=C(CCN1C(=O)/C(=C/c2ccc(F)cc2)SC1=S)NCCc1ccc(O)cc1 | 1 | -1 | -4 | 1 | x | 1 | 7
O=C(Cc1ccccc1)N1CC2(C1)[C@@H](c1ccccc1)[C@@H](CO)N2C(=O)c1cccnc1 | -5 | x | -5 | -3 | 0.2 | 2 | x
CCOC(=O)CN1C(=O)C(=O)c2cccc(C)c21 | 3 | -3 | -2 | x | -0.6 | 2 | -5
COc1ccc(S(=O)(=O)Nc2ccc3c(c2)CC(=O)N([C@@H](C)CO)C[C@@H](C)[C@@H](CN(C)CC2CC2)O3)cc1 | -5 | 3 | 1 | -8 | -0.1 | -1 | -15
O=C(Nc1ccc(F)cc1)N[C@H]1C=C[C@@H](CC(=O)N2CCCCC2)O[C@@H]1CO | -1 | 2 | 1 | 2 | -0.3 | 0 | 1
O=C(COC(=O)CNC(=O)c1ccc(Br)cc1)NCCC1=CCCCC1 | -7 | x | 5 | x | 1.4 | -4 | x
CCOC(=O)C(C)(C)NS(=O)(=O)c1ccc(Cl)c([N+](=O)[O-])c1 | 8 | 4 | -2 | -2 | x | 1 | x
C[C@H]1CN([C@@H](C)CO)C(=O)c2cc(NC(=O)CCN3CCOCC3)ccc2O[C@H]1CN(C)C(=O)Nc1ccc2c(c1)OCO2 | -1 | 10 | -4 | 6 | -3.5 | 20* | 37
NCCCC[C@H]1CNC(=S)N1CCc1cccc(F)c1 | 3 | 7 | -3 | u | -0.1 | x | -9
CC(=O)N1C[C@H]2CON(C)[C@H]2C[C@H]1c1cccc(-c2ccc(C#N)cc2)c1 | -4 | 5 | -3 | 21* | 2.4 | -4 | 2
O=C(C[C@@H]1C=C[C@H](NC(=O)Cc2cccnc2)[C@H](CO)O1)Nc1ccccc1 | -2 | 0 | 3 | 2 | -0.1 | 8 | -1
COc1ccc(NS(=O)(=O)c2ccc3c(c2)CCN3C(=O)CCC(=O)O)cc1OC | 4 | -2 | -2 | u | u | -2 | 6
C[C@@H]1CN([C@H](C)CO)C(=O)c2cc(NC(=O)Nc3ccc(C(F)(F)F)cc3)ccc2O[C@@H](C)CCCCO[C@@H]1CN(C)C(=O)Nc1cccc2ccccc12 | 12 | -1 | 10 | -8 | 0.3 | 0 | 16
COc1cccc(-c2cnc3c(c2)C(=O)N([C@@H](C)CO)C[C@H](C)[C@H](CN(C)Cc2ccc(C(=O)O)cc2)O3)c1 | 0 | -4 | -1 | 1 | -0.1 | -3 | -12
CCc1ccc([C@@H]2CC=C(C(=O)O)CN2S(=O)(=O)c2ccc(C)cc2)cc1 | 3 | -4 | -1 | u | x | x | -2
O=C(c1cc(S(=O)(=O)N2CCCCC2)ccc1F)N1CCCCC1 | -4 | 1 | 9 | 1 | x | -3 | 0
CC(C)C[C@@H]1NC(=O)[C@H]2C[C@@H](C(=O)NCc3ccc(F)cc3)[C@@H](c3ccc(O)cc3)N2C1=O | 2 | -30 | 4 | -4 | x | 0 | x
CCc1cc(=O)oc2c3c(cc(OCC(=O)NCc4ccncc4)c12)OC(C)(C)CC3 | 4 | -1 | -5 | 0 | x | x | 15
Cc1c(C(=O)N2CCCCC2C)sc2nc3n(c(=O)c12)CCC3 (configuration not stated) | 1 | x | -1 | 0 | 0.7 | -13 | -2
CCc1ccc(NC(=O)NC2CCCCCCC2)cc1 | -4 | 0 | -6 | 0 | -0.1 | 0 | -19
Nc1c(C(=O)O)sc2nc(-c3ccccc3)cc(-c3ccccc3)c12 | -1 | x | -33 | -1 | 0.1 | -3 | 1
CC(=O)N1CCN(S(=O)(=O)c2cccc(C(=O)OCN3C(=O)c4ccccc4C3=O)c2)CC1 | -1 | -3 | -1 | 1 | x | 6 | -24
Cc1ccc(C(=O)Nc2ccc(NC(=O)c3ccccc3Cl)c(C)c2)cc1 | 2 | 14 | -3 | 1 | 5.9 | -6 | -16
CCOC(=O)C(NC(=O)c1ccc(F)cc1)(Nc1sc2c(c1C(N)=O)CCC2)C(F)(F)F (configuration not stated) | 11 | x | -22 | -1 | -0.9 | 5 | x
CSc1ccc(S(=O)(=O)Nc2ccc(N3CCOCC3)c(Cl)c2)cc1 | 0 | 5 | 3 | 15 | x | -2 | 26
COc1ccccc1N1CCN(S(=O)(=O)CCNC(=O)C(C)Oc2ccccc2)CC1 (configuration not stated) | -7 | -2 | 1 | -5 | x | x | 10
O=C(Nc1ccc2c(c1)[C@@H]1C[C@@H](CC(=O)N3CCOCC3)O[C@H](CO)[C@@H]1O2)C1CCOCC1 | -3 | -3 | 0 | -2 | -0.2 | -2 | 11
CN1c2ccc(Br)cc2[C@@H]2[C@@H](CCN2C(=O)C2CCCCC2)[C@H]1CO | -1 | -2 | 9 | 8 | 0.2 | -1 | 45
Cc1ccccc1CC(=O)N1CCOCC1 | -3 | 3 | -4 | -2 | x | x | 0
CCN(C[C@H]1N[C@@](C)(C(=O)OC)[C@H]2C(=O)N(Cc3ccccc3)C(=O)[C@@H]12)C(=O)c1ccc(C(C)(C)C)cc1 | 2 | 2 | 0 | u | -0.3 | -1 | 1
Cc1cccc(S(=O)(=O)N2C[C@H](O)COC[C@@H]3O[C@H](CC(=O)NCc4ccncn4)CC[C@H]32)c1 | -9 | 1 | 14 | -13 | 0.0 | 2 | -2
COC(=O)[C@]12C[C@H](CC(=O)NCCCCc3ccccc3)C(=O)N(Cc3ccccc3)C1=C[C@H](C(C)(C)C)O[C@@H]2C | 5 | x | -1 | -3 | -0.4 | x | x
O=C1OCC/C1=C\OCCCO/C=C1\CCOC1=O | 7 | -4 | -17 | 0 | x | 3 | 7
Cc1ccc(Cn2c(C3CCCN3c3nc(-c4ccc(F)cc4)cs3)nc3cc(Cl)c(Cl)cc32)cc1 (configuration not stated) | 0 | -9 | -8 | 1 | 0.1 | x | -4
Cc1ccc(-c2nnc(OCC3CCCO3)c3ccccc23)cc1 (configuration not stated) | -3 | 4 | -4 | 3 | 0.0 | 0 | 3
COC(=O)c1ccc(S(=O)(=O)N2CCN(CCO)CC2)n1C | -1 | -1 | 3 | 8 | 6.3 | -2 | 0

Some entries already given, reduced to ERp5 inh and SIRT5 inh:
canonical_smiles,ERp5 inh,SIRT5 inh
CCN(C[C@H]1N[C@@](C)(C(=O)OC)[C@H]2C(=O)N(Cc3ccccc3)C(=O)[C@@H]12)C(=O)c1ccc(C(C)(C)C)cc1,2,-1
Cc1cccc(S(=O)(=O)N2C[C@H](O)COC[C@@H]3O[C@H](CC(=O)NCc4ccncn4)CC[C@H]32)c1,-9,2
COC(=O)[C@]12C[C@H](CC(=O)NCCCCc3ccccc3)C(=O)N(Cc3ccccc3)C1=C[C@H](C(C)(C)C)O[C@@H]2C,5,x

Later entries.
SMILES | ERp5 inh | PglD inh | S100A4 MyoIIA | DENV2 CPE rescue | E-sel inducer | SIRT5 inh | C2C12 statin
C[C@@H]1CN([C@@H](C)CO)C(=O)c2cc(NC(=O)Nc3ccc4c(c3)OCO4)ccc2O[C@@H]1CN(C)C(=O)NC1CCCCC1 | -3 | 1 | 3 | -5 | -0.2 | -6 | 6
CC1CN(Cc2ccccc2)c2nc3c(c(=O)n(C)c(=O)n3C)n2C1 (configuration not stated) | -4 | x | -4 | x | x | -4 | x
COc1ccccc1CNC(=O)CS(=O)(=O)Cc1ccccc1 | 14 | -1 | 2 | 0 | -0.1 | -5 | x
C[C@@H]1CCCCO[C@H](CN(C)C(=O)c2ccccc2)[C@@H](C)CN([C@H](C)CO)C(=O)c2cc(NC(=O)C3CCCCC3)ccc2O1 | -2 | 0 | -5 | -3 | 0.3 | 2 | -44
CN(C)CC(=O)N1[C@H](CO)[C@H](c2ccc(C#CC3CCCCC3)cc2)[C@@H]1C#N | 1 | x | -10 | u | -0.3 | -2 | x
CCN(C(=O)CN1c2ccccc2CC1C)c1c(N)n(Cc2ccccc2)c(=O)[nH]c1=O (configuration not stated) | -1 | x | -21 | x | x | -11 | x
OCCN1CCN(c2ncnc3c2ncn3[C@H]2CN(Cc3ccccc3)C[C@@H](CO)O2)CC1 | -10 | -15 | -5 | u | 0.1 | x | 10
Nc1nnc(Cc2cccc(Br)c2)s1 | -2 | 0 | 1 | 0 | x | 2 | x
COc1ccc(Cl)cc1NC(=S)N(Cc1ccccc1C)CC1CCC(C(=O)O)CC1 (configuration not stated) | -8 | 0 | -1 | -3 | x | -3 | 10
COc1ccc2c(c1)cc(C(=O)N[C@H](C(=O)N1CCC[C@H]1C(=O)O)C(C)C)n2C | -1 | 4 | -3 | -2 | x | -15 | -1
O=C1CN(S(=O)(=O)c2ccccc2)C[C@H]2[C@H](c3ccc(C#Cc4ccccc4)cc3)[C@@H](CO)N12 | 1 | x | 13 | 9 | 0.3 | 5 | x
COc1cc(OC)cc(C(=O)N[C@H](C(=O)OCC(=O)Nc2ccc(C)cc2C)C(C)C)c1 | 1 | -10 | 4 | 16 | x | 4 | x
CCOc1cc(/C=C2\C(=O)ON=C2c2ccccc2)cc(Br)c1O | 4 | -8 | -6 | 1 | -0.1 | 0 | 4
CCCCN(c1ccccc1)S(=O)(=O)N(C)C | 2 | x | -4 | 6 | x | 4 | x
O=c1ccn([C@@H]2O[C@H](COS(=O)(=O)O)[C@@H](O)[C@H]2O)c(=O)[nH]1 | 2 | -4 | 5 | -6 | 0.0 | x | -11
O=C(NCCN1CCOCC1)c1ccccc1N1C(=O)[C@@H]2Cc3c([nH]c4ccccc34)C(c3cccc(Cl)c3)N2C1=O (some centres not stated) | -2 | -1 | -5 | 4 | x | -1 | -8
COc1ccc(-c2csc(-c3[nH]cnc3N)n2)cc1 | 0 | x | -6 | 10 | x | 1 | x
CO[C@@H]1CN(C)C(=O)c2ccc(NC(=O)C3CCC3)cc2OC[C@@H](C)N(Cc2ccncc2)C[C@@H]1C | 7 | 1 | 4 | 2 | -0.1 | -1 | -10
Cc1cc(NC(=O)COc2c(C)cccc2C)no1 | 3 | 3 | 0 | 3 | 1.6 | 2 | 10
CN(Cc1ccco1)C(=O)c1ccc(S(=O)(=O)N2CCCCCC2)cc1 | 4 | -4 | -13 | 7 | 0.0 | 1 | -1
CCOC(=O)C1=C(C)NC(C)=C(C(=O)OCC)C1/C=C/c1ccccc1 | 2 | 4 | 5 | 5 | x | 3 | -14
CCC(=O)N1CCC2(CC1)CN(C(C)=O)[C@@H](CO)c1[nH]c3cc(OC)ccc3c12 | -8 | x | 6 | -3 | -0.4 | -4 | x
